# Menin-MLL TR inh – qHTS Assay for Inhibitors Targeting the Menin-MLL Interaction in MLL Related Leukemias: Competition With Texas Red Labeled MLL-derived Mutant Peptide; Potency, µM (doses to about 61.6 µM), for inactives: top-dose FP activity change, negative = inhibition, hits mostly inhibitors; AID 1768, 2009; Menin + Texas Red MLL mutant peptide, fluorescence polarization; actives 0.23% (n = 270,000); O00255; active means well fitted inhibition curve with a large enough effect in the polarisation, with a control signal flat, not every such curve was filed as active; inconclusive means small, poorly fitted or top-dose-only effect, or effect the other way, or a change in a side signal; inactive means no such curve, though single readings can be large or run the other way; the % refers to the polarisation; further: potency means the concentration at half of the fitted maximal effect; % of control where 0% means no effect; many of its hits are not listed in these tables
# Target sequence (O00255 whole entry, looked up): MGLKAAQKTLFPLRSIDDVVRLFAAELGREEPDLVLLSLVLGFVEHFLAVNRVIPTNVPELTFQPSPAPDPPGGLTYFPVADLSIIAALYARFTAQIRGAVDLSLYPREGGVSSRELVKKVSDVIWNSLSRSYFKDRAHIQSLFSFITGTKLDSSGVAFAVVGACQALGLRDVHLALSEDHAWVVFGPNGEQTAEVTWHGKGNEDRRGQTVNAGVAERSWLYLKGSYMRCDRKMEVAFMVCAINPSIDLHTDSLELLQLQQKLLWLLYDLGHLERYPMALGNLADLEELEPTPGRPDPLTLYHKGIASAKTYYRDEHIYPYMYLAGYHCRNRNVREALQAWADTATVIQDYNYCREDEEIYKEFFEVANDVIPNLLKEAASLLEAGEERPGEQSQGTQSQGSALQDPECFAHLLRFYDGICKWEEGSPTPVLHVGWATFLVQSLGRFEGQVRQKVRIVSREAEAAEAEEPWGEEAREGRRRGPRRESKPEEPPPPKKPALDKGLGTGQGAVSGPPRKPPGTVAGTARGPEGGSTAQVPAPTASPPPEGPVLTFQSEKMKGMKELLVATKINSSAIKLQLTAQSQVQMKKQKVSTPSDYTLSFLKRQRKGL
# RORgamma inh – qHTS for inhibitors of ROR gamma transcriptional activity; actives 5.4% (n = 310,000); Drosophila S2 Gal4-RORgamma UAS-luciferase reporter, 20 h; Potency, µM (highest dose often 53.6 µM), inactives show top-dose activity change, negative = inhibition, most hits filed as inhibitors; Nuclear receptor ROR-gamma (Mus musculus), P51450; further: potency means the concentration at half of the fitted maximal effect; on the % scale 0 is the no-effect control and ±100 the full control effect; nearly all actives have a fitted effect of over 60% in size
#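 A Gal4/UAS one-hybrid system in insect cells: metallothionein-promoter Gal4–ROR gamma fusion plus Photinus luciferase reporter. Copper sulfate 700 uM final, 20 hr ambient incubation, luminescent detection after 10 min with reagent.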
# KCNH2 3.1 inh – qHTS for Inhibitors of KCHN2 3.1: Mutant qHTS; Potassium voltage-gated channel subfamily H member 2, brain isoform KCNH2 3.1 (human); U2OS KCNH2 3.1, thallium flux FluxOr; stronger effect = lower value; activity change, % (tested at about 1.8 µM); actives 0.95% (n = 340,000);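 active means maximum activity change below -70%; inconclusive means maximum activity change from -70% to -50%; inactive means maximum activity change above -50%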;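 further: thallium influx rate constant from kinetic fluorescence after stimulation buffer; on the % scale 0 is the no-effect control and ±100 the full control effect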
#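 Virally transduced U2OS (3.1 isoform, 4 h infection in dark at RT) → overnight 37 C → FluxOr + Red40 in HBSS/HEPES, 45 min → stimulation buffer, 2 min kinetic read → rate constant vs DMSO controls.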
# MBNL1-CUG inh – qHTS Assay for Inhibitors of MBNL1-poly(CUG) RNA binding; TR-FRET MBNL1-His/biotin-(CUG)12 binding, 665/545 ratio; Muscleblind-like protein 1 (Homo sapiens), Q9NR56; AID 2675, 2010; actives 0.036% (n = 280,000); Potency, µM (series often up to 57.5 µM), inactives show at the top dose activity change, negative = inhibition, usual class: inhibitors; active means well fitted inhibition curve with a large enough effect in the signal ratio, with a control signal flat, not every such curve was filed as active; inconclusive means small, poorly fitted or top-dose-only effect, or effect the other way, or a change in a side signal; inactive means no such curve, though single readings can be large or run the other way; the % refers to the signal ratio; further: potency means the concentration at half of the fitted maximal effect; on the % scale 0 is the no-effect control and ±100 the full control effect
# Target sequence (Q9NR56 whole entry, looked up): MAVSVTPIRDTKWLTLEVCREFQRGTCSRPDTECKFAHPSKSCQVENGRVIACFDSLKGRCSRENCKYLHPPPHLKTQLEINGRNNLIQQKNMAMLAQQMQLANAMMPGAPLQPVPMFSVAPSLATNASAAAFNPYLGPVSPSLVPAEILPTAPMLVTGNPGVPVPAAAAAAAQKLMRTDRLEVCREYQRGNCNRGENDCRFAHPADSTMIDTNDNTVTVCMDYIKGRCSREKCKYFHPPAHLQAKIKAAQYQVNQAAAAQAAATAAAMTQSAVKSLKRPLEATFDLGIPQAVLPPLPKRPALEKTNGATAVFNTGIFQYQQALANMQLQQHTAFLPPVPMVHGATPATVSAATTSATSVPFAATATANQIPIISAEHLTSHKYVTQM
#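 MBNL1-His + Biotin-(CUG)12, cpd titration 92 nM–58 uM; Tb anti-His Ab 0.055 ng/ul, SA-XL665 5 nM (final); 60 min RT; ratiometric 665/545 nm, Ex 340 nm; normalized to buffer and full-complex controls.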
# Mito fusion yeast – qHTS Assay for Small Molecule Inhibitors of Mitochondrial Division or Activators of Mitochondrial Fusion | S. cerevisiae fusion-defective mutant growth rescue, CellTiterGlo 48 h | Potency, µM (doses to about 46.1 µM), without a hit: at the top dose growth rescue (activation), hits mostly activators | actives 0.23% (n = 320,000) | AID 485298, 2010;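 further: potency means the concentration at half of the fitted maximal effect; % of control where 0% means no effect; nearly all actives have a fitted effect of over 45% in size; temperature-sensitive fusion mutants such as fzo1-1 at 37 °C on non-fermentable ethanol glycerol medium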
#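 Growth-rescue viability read-out: after 48 h at the non-permissive 37C in glycerol/ethanol YPEG, yeast mitochondrial fusion mutants are measured by CellTiterGlo luminescence; compounds (23 nl pinned per well) restoring growth score as division inhibitors or fusion activators.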
# ELG1 repair inh – qHTS screen for small molecules that inhibit ELG1-dependent DNA repair in human embryonic kidney (HEK293T) cells expressing luciferase-tagged ELG1; actives 2.3% (n = 330,000); Potency, µM (series often up to 46.1 µM), for inactives: at the top dose activity change, negative = inhibition, most hits filed as inhibitors; HEK293T ELG1-luciferase reporter, luminescence, 16 h; DNA damage induced by 5-fluorouridine; further: potency means the concentration at half of the fitted maximal effect; on the % scale 0 is the no-effect control and ±100 the full control effect; nearly all actives have a fitted effect of over 55% in size
#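 Reporter activity after DNA damage by 5-fluorouridine is monitored. Compound-treated cells incubate 16 hr at 37 °C, then ONE-Glo is added for 30 min before luminescence reading.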
# Rab9 prom act – qHTS Assay for Rab9 Promoter Activators | Potency, µM (titrated, usually from 9.22 µM), without a hit: at the top dose activation, negative = inhibition, usual class: activators | AID 485297, 2010 | actives 2.8% (n = 320,000) | Huh7 Rab9 promoter-luciferase reporter, luminescence, 24 h; further: potency means the concentration at half of the fitted maximal effect; % of control where 0% means no effect; nearly all actives have a fitted effect of over 60% in size
#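 Cells were plated at 1500 per well in reduced-serum medium with 10% FBS and left 2 h. Compound in DMSO was then added for 24 h at 37 °C. Reporter signal was read by luminescence after 10 min with luciferase detection reagent.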
# VP16 counter – VP16 counterscreen qHTS for inhibitors of ROR gamma transcriptional activity; Drosophila S2 Gal4-VP16 UAS-luciferase, luminescence, 20 h; Potency, µM (doses to about 53.6 µM), for the others: at the top dose activity, negative = inhibition, actives largely listed as inhibitors; actives 3.5% (n = 310,000);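 further: Gal4-VP16 expression switched on by copper sulfate through the metallothionein promoter; potency means the concentration at half of the fitted maximal effect; on the % scale 0 is the no-effect control and ±100 the full control effect; nearly all actives have a fitted effect of over 50% in size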
# FLuc modulator – qHTS profiling assay for firefly luciferase inhibitor/activator using purifed enzyme and Km concentrations of substrates (counterscreen for miR-21 project) | purified FLuc, Km substrates, luminescence inhibition | Potency, µM (titrated, usually from 57.5 µM), for inactives: at the highest dose activity change, negative = inhibition, actives largely listed as inhibitors | actives 6.9% (n = 360,000) | AID 588342, 2011;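 further: potency means the concentration at half of the fitted maximal effect; plate controls were vehicle for no effect and reference inhibitor for full effect; nearly all actives have a fitted effect of over 55% in size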
#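 Biochemical qHTS of compounds, final roughly 60 µM downward over six points, against 10 nM purified firefly luciferase using Km concentrations of substrates (10 uM D-luciferin, 10 uM ATP) in Tris acetate pH 7.5 buffer; luminescence output.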
# PKM2 act – qHTS Assay for Activators of Human Muscle isoform 2 Pyruvate Kinase. Pyruvate kinase PKM (Homo sapiens), P14618. Potency, µM (series often up to 57.5 µM), for inactives: top-dose activation, most hits filed as activators. actives 0.34% (n = 260,000). purified PKM2, Kinase-Glo ATP luminescence, activation; response scale: 0% is enzyme alone, no compound; further: potency means the concentration at half of the fitted maximal effect; on the % scale 0 is the no-effect control and ±100 the full control effect; nearly all actives have a fitted effect of over 55% in size
#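 Purified hPK-M2 (>95% pure) converted ADP (0.1 mM final) to ATP with 0.5 mM PEP in 50 mM imidazole pH7.2, KCl, MgCl2, Tween 20, BSA; 1 h at room temperature. ATP detected by Kinase-Glo luminescence.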
# NPC1 promoter act – qHTS Assay for NPC1 Promoter Activators | Huh7 NPC1 promoter luciferase reporter, 24 h | Potency, µM (doses to about 9.22 µM), for the others: at the top dose activation, most hits filed as activators | actives 2.4% (n = 320,000);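 further: potency means the concentration at half of the fitted maximal effect; % of control where 0% means no effect; nearly all actives have a fitted effect of over 60% in size; reporter is driven by a mutant NPC1 promoter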
#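 Luminescence read-out of NPC1 promoter-driven luciferase in stably transfected Huh7 cells; compounds delivered in DMSO and left 24 h at 37C, 5% CO2, qHTS titration format.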
# The depositor's hits bear a star; ? = inconclusive; . = no result given; [ ] = dose if it differs, or a comment. Unless noted, the call rests on the fitted dose curve; in most records, active means well fitted curve in the direction sought with a large enough effect; inconclusive means small, poorly fitted or top-dose-only effect, or another doubt; inactive means no such curve, though single readings can be large; an effect the other way counts as inactive or inconclusive. Some of the compounds tested; rates above refer to the full screens.
SMILES,Menin-MLL TR inh,RORgamma inh,KCNH2 3.1 inh,MBNL1-CUG inh,Mito fusion yeast,ELG1 repair inh,Rab9 prom act,VP16 counter,FLuc modulator,PKM2 act,NPC1 promoter act
C(=Nc1cccc2c(N=Cc3ccco3)cccc12)c1ccco1,?,-8%,-2,?,-3%,-2%,12%,-11%,-11%,-1%,7%
Cc1cc2cc3c(cc2nc1SCC(=O)Nc1nc(C)c(C)s1)OCO3,10%,?,1,14%,-5%,12%,1%,?,6%,6%,-7%
CC(=O)N1CCN(C(=O)CSc2nnc(C)n2-c2ccccc2)CC1,-9%,-18%,2,-1%,-5%,12%,-2%,-6%,2%,.,-3%
O=c1ccc(-c2ccccc2)nn1Cc1ccccc1F,?,?,-3,6%,1%,-23%,3%,-9%,-2%,-1%,-2%
Cc1ccc(NC(=O)Cn2nnc3ccccc32)cc1,-4%,32%,-1,-6%,-5%,?,3.5µM*,3%,17µM*,6%,?
CCCc1cc(=O)oc2c(C)c(OCC(=O)Nc3ccc(CN4CCOCC4)cc3)ccc12,.,11%,-32,-5%,2%,-19%,-7%,-12%,1%,.,-3%
C=CCSc1ncccc1C(=O)NCc1ccccc1,-1%,11%,12,0%,1%,12%,1%,-8%,2%,-2%,0%
C=CCc1ccccc1OCCn1nnc2ccccc21,-1%,-9%,2,16%,-2%,-12%,6%,-4%,-8%,6%,0%
CN(C)S(=O)(=O)c1ccc(NC(=O)C2CC(=O)N(Cc3ccccc3Cl)C2)cc1 (stereo not given),.,.,5,.,-5%,-7%,1%,.,-13%,.,0%
OCC1CCN(Cc2nc(Cc3ccccc3Cl)no2)CC1,8%,17%,-21,-2%,0%,?,-5%,10%,-3%,-4%,0%
COc1ccc(C(=O)NC(=S)NNC(=O)c2ccncc2)cc1Br,.,.,-5,.,3%,16%,3%,.,2%,.,-4%
CC(C)(O)c1cc(=O)sc2nc3ccccc3n12,-5%,-4%,4,-4%,6%,?,0.56µM*,-12%,9.5µM*,-8%,3.5µM*
O=C(Nc1cccc2ccccc12)N1CCN(Cc2ccccc2)CC1,6%,24%,11,5%,-2%,-14%,2%,-1%,1%,3%,1%
CCn1nc(CC(=O)Nc2nnc(CC(=O)N3CCCCC3)s2)c2ccccc2c1=O,-6%,-27%,5,7%,3%,0%,-6%,11%,6%,-3%,10%
CCCCn1c(N)c(N(CCOC)C(=O)COC(=O)CCOc2ccccc2C)c(=O)[nH]c1=O,.,.,-4,.,0%,?,2%,.,6%,.,1%
CCCCN(CCCC)CCNC(=O)CN1C(=O)COc2ccc(S(=O)(=O)N3CCOCC3)cc21,8%,-12%,35,-10%,-2%,1%,-4%,-3%,-2%,1%[0.46 µM],-3%
CC1CCC(C(C)C)C(OCC(O)CNC(C)(C)C)C1 (stereo not given),-4%,-15%,-3,-16%,3%,?,0%,1%,-1%,21%,-4%
CC(C)NS(=O)(=O)c1ccc(CCC(=O)N2CCc3ccccc3C2)cc1,-7%,1%,11,-5%,2%,?,-1%,18%,27%,-3%,1%
N/C(=N\OC(=O)c1cnn(-c2ccccc2)c1C(F)(F)F)c1cc(C(F)(F)F)cc(C(F)(F)F)c1,.,-11%,-9,-1%,1%,-9%,-3%,-6%,7%,3%,2%
Cc1nc(C)c(C(=O)NNS(=O)(=O)c2ccccc2)s1,-9%,-2%[10 µM],29,.,-2%,0%,-6%,7%,3%,-7%,1%
COCC1CCN(C(=O)c2ccc(OC)c(OC3CCN(C(C)C)CC3)c2)CC1,.,-5%,-10,-3%,0%,13%,-3%,27%,-3%,.,-6%
O=C(c1cc2cc(F)ccc2[nH]1)N1CCN(Cc2ccc3c(c2)OCO3)CC1,.,40%,?,11%,1%,1%,-10%,-6%,-1%,.,0%
COc1cc(OC)cc(-c2nc(-c3cccs3)no2)c1,29%,24%,-12,.,-2%,?,?,-22%,11µM*,3%,?
CCN(CC)c1ccc(NC(=O)CCNS(=O)(=O)c2ccc3c(c2)CCC(=O)N3)c(C)c1,0%,-23%,6,0%,-2%,-6%,1%,0%,-2%,.,-1%
COc1ccc(N2CC(O)=C(c3nc(C)cs3)C2=N)cc1,0%,26%,-1,7%,3%,?,-4%,10%,-8%,-3%,4%
Cc1ccc(S(=O)(=O)N2CCOCC2)cc1NC(=O)COC(=O)c1ccc(OCc2c(C)noc2C)cc1,-15%,0%,-1,-9%,1%,-17%,-1%,25%,1%,-2%,-2%
COc1cc(S(=O)(=O)NCC2COCCO2)ccc1-n1cnnn1 (stereo not given),-8%,3%,3,-12%,2%,15%,10%,-5%,0%,14%,7%
Cc1ccc(CNC(=O)CCc2nc3ccccc3c(=O)[nH]2)cc1,9%,18%,-3,4%,-2%,-11%,0%,3%,-1%,-6%,2%
O=S(=O)(c1ccccc1F)N1CCN(C(=S)NCc2ccccc2)CC1,?,3%,-4,-1%,1%,0%,0%,4%,1%,?,0%
O=C(O)CCSc1nnc(-c2cccnc2)n1-c1ccccc1,-11%,22%,-18,9%,2%,-1%,1%,3%,-3%,7%,3%

# The closing 3 records of the section above come first, to join the parts.
SMILES,Menin-MLL TR inh,RORgamma inh,KCNH2 3.1 inh,MBNL1-CUG inh,Mito fusion yeast,ELG1 repair inh,Rab9 prom act,VP16 counter,FLuc modulator,PKM2 act,NPC1 promoter act
Cc1ccc(CNC(=O)CCc2nc3ccccc3c(=O)[nH]2)cc1,9%,18%,-3,4%,-2%,-11%,0%,3%,-1%,-6%,2%
O=S(=O)(c1ccccc1F)N1CCN(C(=S)NCc2ccccc2)CC1,?,3%,-4,-1%,1%,0%,0%,4%,1%,?,0%
O=C(O)CCSc1nnc(-c2cccnc2)n1-c1ccccc1,-11%,22%,-18,9%,2%,-1%,1%,3%,-3%,7%,3%
COc1ccc(NC(=S)NCc2ccccc2Cl)c(OC)c1,-12%,13µM*,10,-17%,-2%,?,-7%,7.1µM*,-15%,-2%,-1%
CC1CCN(c2ccc(/C=C(\C#N)c3nn(-c4ccccc4)c(N)c3C#N)cc2[N+](=O)[O-])CC1,17%,22%,-9,.,3%,?,-3%,-23%,5%,3%,-7%
N#C/C(=C\c1ccc[nH]1)C(=O)Nc1ccccc1Cl,.,-1%,-17,5%,0%,?,?,16%,-16%,.,0.71µM*
CC(C)(C)SCCNC(=O)CN(c1ccc(F)cc1)S(C)(=O)=O,0%,?,0,-14%,6.3µM*,17%,13%,0%,-1%,-13%,20%
COc1ccc(-n2nc(C(=O)NCC(=O)NCCC3=CCCCC3)c3ccccc3c2=O)c(OC)c1,?,7%,-17,0%,1%,16%,3%,4%,-2%,-3%,-1%
CC1CCN(C(=O)C2CCN(CCCc3ccccc3)CC2)CC1,-23%,0%,.,-7%,-14%,-14%,3%,-5%,2%,0%,0%
CCOC(=O)c1[nH]c(C)c(C(=O)NCCN2CCOCC2)c1C,6%,-30%,5,-1%,-1%,18%,-2%,1%,1%,3%,-1%
CC(OC(=O)c1cc(-c2cccnc2)nc2ccccc12)C(=O)Nc1ccc2ccccc2c1 (stereo not given),10%,?,4,.,3%,18µM*,-2%,-7%,-2%,-1%,0%
